APEX1 inh – qHTS Assay for Inhibitors of the Human Apurinic/apyrimidinic Endonuclease 1 (APE1); recombinant APE1, TAMRA/BHQ-2 abasic DNA cleavage fluorescence; Potency, µM (titrated, usually from 65.8 µM), for the others: at the top dose activity change, negative = inhibition, most hits filed as inhibitors; hit rate 0.35% among 350,000; AID 2517, 2012;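 further: potency means the concentration at half of the fitted maximal effect; plate controls were vehicle for no effect and reference inhibitor for full effect; nearly all actives have a fitted effect of over 55% in size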
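Enzyme (0.75 nM final) and test compound are incubated 15 min at room temperature before adding 50 nM quenched THF abasic-site duplex. Cleavage dequenches TAMRA, followed at 525/598 nm over three reads one minute apart.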
RGS4 inhibitor – Inhibitors of Regulator of G Protein Signaling (RGS) 4: qHTS. Regulator of G-protein signaling 4 (Homo sapiens), P49798. Transcreener GDP fluorescence polarization, RGS4-accelerated GTP hydrolysis. Potency, µM (doses to about 114 µM), without a hit: top-dose activity change, negative = inhibition, usual class: inhibitors. hit rate 0.039% among 390,000. AID 504845, 2011; further: potency means the concentration at half of the fitted maximal effect; on the % scale 0 is the no-effect control and ±100 the full control effect; nearly all actives have a fitted effect of over 75% in size; some results filed as inactive show a strong effect at the top dose
Target sequence (P49798 whole entry, looked up): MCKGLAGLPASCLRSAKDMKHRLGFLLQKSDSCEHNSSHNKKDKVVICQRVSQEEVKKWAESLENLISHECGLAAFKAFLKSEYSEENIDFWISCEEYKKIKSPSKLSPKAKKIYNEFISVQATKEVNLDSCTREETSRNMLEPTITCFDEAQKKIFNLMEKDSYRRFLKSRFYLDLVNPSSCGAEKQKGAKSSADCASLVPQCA
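MLSMR compounds (23 nl, pin-transferred) preincubated 10 min at room temperature with a 500nM (2x) first reagent, then RGS4 at 900nM (2x) plus Transcreener GDP mix added; fluorescence polarization (620/688 nm) read before and after 90 min at 30 °C.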
12-LOX inh – Primary qHTS assay for inhibitors of human arachidonate 12S-lipoxygenase (ALOX12): Round 2; Polyunsaturated fatty acid lipoxygenase ALOX12 (Homo sapiens), P18054; purified 12hLO, xylenol orange hydroperoxide absorbance; Potency, µM (series often up to 108 µM), for inactives: at the highest dose activity change, negative = inhibition, hits mostly inhibitors; hit rate 1.1% among 580,000; further: potency means the concentration at half of the fitted maximal effect; on the % scale 0 is the no-effect control and ±100 the full control effect
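Purified human 12hLO (150 nM final) in 25 mM Hepes, 0.01% Triton X-100, pH 7.0 was preincubated 15 min at room temperature with compound. Then 40 uM arachidonic acid was added, 30 min. Hydroperoxide was read by Fe-XO absorbance ratio 573/405 nm.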
Apoferritin bind – qHTS Assay for Identification of Novel General Anesthetics; Ferritin light chain (Equus caballus), P02791; apoferritin/1-aminoanthracene competitive binding, fluorescence; Potency, µM (series often up to 77.5 µM), inactives show at the top dose activity change, negative = displacement, hits mostly inhibitors; hit rate 0.074% among 350,000; AID 485281, 2010; further: potency means the concentration at half of the fitted maximal effect; on the % scale 0 is the no-effect control and ±100 the full control effect; nearly all actives have a fitted effect of over 20% in size
Target sequence (P02791 2-175 limits assumed): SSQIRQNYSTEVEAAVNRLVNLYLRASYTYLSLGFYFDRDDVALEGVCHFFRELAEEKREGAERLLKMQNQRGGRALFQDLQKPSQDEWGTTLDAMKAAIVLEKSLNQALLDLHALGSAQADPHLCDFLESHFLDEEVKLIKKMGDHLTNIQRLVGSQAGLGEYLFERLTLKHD
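Horse-spleen apoferritin (10 uM) was mixed with 50% saturated 1-aminoanthracene in PBS, exposed to compounds for 10 min at room temperature, and read for fluorescence (ex 380 nm, em 535 nm). Competitive displacement was fitted with a four-parameter Hill equation.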
Pol kappa inh – qHTS for Inhibitors of Polymerase Kappa; Potency, µM (series often up to 107 µM), inactives show top-dose activity, negative = inhibition, actives largely listed as inhibitors; purified Pol kappa, fluorescent DNA synthesis assay, 10 min; DNA polymerase kappa (Homo sapiens), Q9UBT6; hit rate 0.53% among 400,000; further: potency means the concentration at half of the fitted maximal effect; on the % scale 0 is the no-effect control and ±100 the full control effect
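10 nM Pol kappa was preincubated with compounds for 15 min at room temperature. Reaction started with 50 nM (final) substrate. Fluorescence read kinetically at 0 and 10 min.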
ERG Ets-DNA blk – qHTS for Small Molecule Inhibitors of the ERG Ets/DNA interaction. fluorescence polarization, His-ERG Ets domain / labelled DNA. AID 624246, 2012. hit rate 0.028% among 370,000. Potency, µM (top dose mostly 76.9 µM), for inactives: at the top dose FP activity, negative = inhibition, actives largely listed as inhibitors; active means well fitted inhibition curve with a large enough effect in the polarisation, with a control signal flat; inconclusive means small, poorly fitted or top-dose-only effect, or effect the other way, or a change in a side signal; inactive means no such curve, though single readings can be large or run the other way; the % refers to the polarisation;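 further: polarization taken with two DNA probes labelled with fluorescein and Texas red; potency means the concentration at half of the fitted maximal effect; % of control where 0% means no effect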
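His-tagged ERG Ets domain (1 uM in the protein solution; 300mM KCl, 50mM Tris-HCl, 1mM EDTA, 1mM DTT, pH 7.5) received compound, then a probe mix of 5 nM fluorescein-DNA and 100nM Texas-615-DNA. Fluorescence polarization was read for both dyes.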
LDHA inh – qHTS assay for inhibitors of human lactate dehydrogenase. purified LDHA, NADH/diaphorase-resazurin fluorescence; stronger effect = lower value. activity change, % (values are at about 110 or 230 µM). hit rate 0.15% among 480,000; in the data active means activity change below about -30%; inconclusive means mostly about -25% to -30%;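 further: plate controls were DMSO wells for no effect and wells without enzyme for full effect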
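Remaining NADH was detected by diaphorase (0.133 mg/mL) converting 37 µM resazurin to fluorescent resorufin, read at 0 and 20 minutes. The preceding 5-minute room-temperature reaction used 2 nM LDHA, 0.2 mM sodium pyruvate and 0.06 mM NADH at pH 7.4.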
POLB inh – qHTS Assay for Inhibitors of DNA Polymerase Beta; P06746; Pol beta primer extension/strand displacement, fluorescence kinetic; Potency, µM (doses to about 114 µM), inactives show top-dose activity change, negative = inhibition, usual class: inhibitors; hit rate 1.3% among 340,000; AID 485314, 2010; further: potency means the concentration at half of the fitted maximal effect; on the % scale 0 is the no-effect control and ±100 the full control effect
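Preincubation: enzyme (10 nM) with compound, 15 min, RT. Reaction: substrate added to 50 nM final. Reads: 0 and 10 min. Analysis: normalized, Hill fit.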
Pol eta inh – qHTS for Inhibitors of Polymerase Eta | DNA polymerase eta (Homo sapiens), Q9Y253 | recombinant Pol eta, fluorescent DNA replication assay | Potency, µM (series often up to 114 µM), for inactives: at the highest dose activity change, negative = inhibition, most hits filed as inhibitors | hit rate 1.2% among 390,000; further: potency means the concentration at half of the fitted maximal effect; on the % scale 0 is the no-effect control and ±100 the full control effect
Target sequence (Q9Y253 whole entry, looked up): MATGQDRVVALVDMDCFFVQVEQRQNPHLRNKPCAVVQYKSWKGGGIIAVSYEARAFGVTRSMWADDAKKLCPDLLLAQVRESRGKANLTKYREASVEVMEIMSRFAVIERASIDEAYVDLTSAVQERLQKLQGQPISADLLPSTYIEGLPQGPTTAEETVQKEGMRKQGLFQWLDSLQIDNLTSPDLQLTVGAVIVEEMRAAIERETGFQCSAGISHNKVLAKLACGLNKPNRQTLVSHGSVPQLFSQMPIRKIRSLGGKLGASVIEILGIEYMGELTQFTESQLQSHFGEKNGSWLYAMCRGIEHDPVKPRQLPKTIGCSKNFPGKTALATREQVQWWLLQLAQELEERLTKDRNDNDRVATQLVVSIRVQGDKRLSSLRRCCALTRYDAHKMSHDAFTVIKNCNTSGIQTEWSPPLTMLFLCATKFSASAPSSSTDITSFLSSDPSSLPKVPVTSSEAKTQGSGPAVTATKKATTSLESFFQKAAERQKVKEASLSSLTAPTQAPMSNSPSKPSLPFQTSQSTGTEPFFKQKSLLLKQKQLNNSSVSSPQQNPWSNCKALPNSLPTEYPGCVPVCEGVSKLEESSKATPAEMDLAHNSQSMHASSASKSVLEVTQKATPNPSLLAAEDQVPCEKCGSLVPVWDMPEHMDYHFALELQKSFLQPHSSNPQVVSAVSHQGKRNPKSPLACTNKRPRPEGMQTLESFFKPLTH
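Fluorescent replication assay: 50 nM final substrate added after a 15 min room-temperature compound preincubation with 10 nM enzyme. Signal taken at 0 min and again at 10 min.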
Numbers without * were called inactive; i = inactive; ? = inconclusive; · = not tested or not shown; & = joins results of further samples; [ ] = another dose, or the depositor's remark. Unless noted, the call rests on the fitted dose curve; in most records, active means well fitted curve in the direction sought with a large enough effect; inconclusive means small, poorly fitted or top-dose-only effect, or another doubt; inactive means no such curve, though single readings can be large; an effect the other way counts as inactive or inconclusive. The list is partial, so the mix of outcomes need not match the whole.

cpd	SMILES	APEX1 inh	RGS4 inhibitor	12-LOX inh	Apoferritin bind	Pol kappa inh	ERG Ets-DNA blk	LDHA inh	POLB inh	Pol eta inh
1	CCOc1ccc2nc(N3CCCC(C(=O)NCC4CCCO4)C3)sc2c1 (centres undefined)	-7%	14%	-1%	4%	6%	-16%	0	12%	-5%
2	O=C(c1cnc2ccc3ccccc3c2c1)c1cc(F)ccc1O	-2%	4%[11.4 µM]	10%	-14%	-9%	-22%	-1	3%	-6%
3	Cn1nccc1C(=O)Nc1cccc(S(=O)(=O)N2CCOCC2)c1	-2%	-4%	-3%	-3%	2%	2%	-12	46%	-6%
4	CNc1nc(-c2ccccn2)nnc1-c1ccccc1	-1%	3%	53%[activator]	-6%	-5%	3%	0	4%	-1%
5	O=[N+]([O-])c1cccnc1-n1cnc2ccccc21	26%	-13%	1%	-9%	-1%	1%	1	21%	-8%
6	O=C1CCCC2=C1C1(CCCCC1)N=C(Nc1nc3ccccc3o1)N2	7%	13%	-20%	2%	-10%	-4%	9&-8	-23%	-17%
7	CC1CCCC(NC(=O)CSc2cccc[n+]2[O-])C1C (centres undefined)	6%	29%	5%	·	-4%	1%	0	·	-12%
8	CC(=O)N1CCN(C(=O)c2ccc(NS(=O)(=O)c3ccc(Cl)c(Cl)c3)cc2)CC1	·	11%	?	·	-5%	10%	-3	·	-22%
9	COc1ccccc1NC(=O)CSc1nc2ccccc2c(=O)n1C	-8%	-4%	6%	-11%	-2%	9%	0	-8%	-23%
10	O=C(O)CC/C(=C\c1ccccc1[N+](=O)[O-])c1nc2ccccc2s1	3%	-5%	-1%	-8%	-13%	-17%	-8	-15%	-6%
11	Cc1cc(C(=O)OCC(=O)NC2CCCC2)c2ccccc2n1	-11%	-14%	-29%	·	-7%	0%	-8	·	5%
12	Cn1c(=O)n(CCN2CCOCC2)c(=O)c2c1nc1n2CCN1c1ccc(Oc2ccccc2)cc1	2%	20%	-9%	-8%	3%	-5%	-1	32%	-13%
13	CC(C)CN(C(=O)CN1CCN(c2ccc([N+](=O)[O-])cc2)CC1)c1c(N)n(CC(C)C)c(=O)[nH]c1=O	-2%	9%	-8%	-16%	-3%	4%	-2	1%	-20%
14	Cc1cccc(C)c1NC(=O)Cn1nnc(-c2ccc(CN3CCC(C)CC3)cc2)n1	4%	-13%	17%	-11%	-2%	6%	-1	-20%	-7%
15	COc1ccc(COC(=O)C2CC(=O)N(Cc3ccccc3)C2)cc1 (centres undefined)	11%	-32%	3%	·	-2%	-17%	-7	·	0%
16	COc1cc(NC(=O)c2nnn(CC(=O)Nc3cc(C)ccc3C)c2N)cc(OC)c1	·	-3%	-9%	-3%	-12%	11%	1	2%	-19%
17	COc1ccc(Cl)cc1S(=O)(=O)N1CCCC(C(=O)N2CCCC2)C1 (centres undefined)	6%	32%	5%	-4%	-10%	0%	-3	36%	4%
18	O=C(Nc1ccc(Br)cc1)c1cc2nc(-c3ccccc3)cc(-c3ccccc3)n2n1	·	-27%	-18%	0%	5%	-2%	-7	18%	-7%
19	O=C(Nc1cccc(S(=O)(=O)N2CCCCC2)c1)c1ccc2c(=O)n3c(nc2c1)CCCCC3	15%	2%	-2%	-18%	-17%	-10%	-3	2%[57.1 µM]	-18%
20	Cc1ccccc1N1CCN(C(=O)CCN2C(=O)c3ccccc3C2=O)CC1	4%	9%	22%	-18%	-8%	·	0	6%	10%
21	COc1ccc(C(=O)Nc2ccc(NC(=O)c3ccco3)cc2)cc1	-8%	7%	-57%	-16%	-10%	13%	-7	-18%	6%
22	O=C(NCC1CCCO1)/C(=C/c1ccc(Cl)cc1)NC(=O)c1ccccc1 (centres undefined)	2%	-11%	-4%	2%	-11%	-8%	-8	1%	-19%
23	Cc1cccc(-c2nc(Cn3c(SCc4cccc(C(F)(F)F)c4)nc4ccncc43)c(C)o2)c1	·	-33%	-26%	-8%	-4%	-4%	-9	18%	0%
24	Cc1ccc2nc(C)cc(N3CCOCC3)c2c1	15%	-17%	i	-13%	4%	6%	-2	36%	-16%

Full records as entered above.
`O=C(Nc1cccc(S(=O)(=O)N2CCCCC2)c1)c1ccc2c(=O)n3c(nc2c1)CCCCC3` reads APEX1 inh = 15%; RGS4 inhibitor = 2%; 12-LOX inh = -2%; Apoferritin bind = -18%; Pol kappa inh = -17%; ERG Ets-DNA blk = -10%; LDHA inh = -3; POLB inh = 2%[57.1 µM]; Pol eta inh = -18%
`COc1ccc(Cl)cc1S(=O)(=O)N1CCCC(C(=O)N2CCCC2)C1` (centres undefined) reads APEX1 inh = 6%; RGS4 inhibitor = 32%; 12-LOX inh = 5%; Apoferritin bind = -4%; Pol kappa inh = -10%; ERG Ets-DNA blk = 0%; LDHA inh = -3; POLB inh = 36%; Pol eta inh = 4%
`Cc1ccc2nc(C)cc(N3CCOCC3)c2c1` reads APEX1 inh = 15%; RGS4 inhibitor = -17%; 12-LOX inh = i; Apoferritin bind = -13%; Pol kappa inh = 4%; ERG Ets-DNA blk = 6%; LDHA inh = -2; POLB inh = 36%; Pol eta inh = -16%

Following part:
cpd	SMILES	APEX1 inh	RGS4 inhibitor	12-LOX inh	Apoferritin bind	Pol kappa inh	ERG Ets-DNA blk	LDHA inh	POLB inh	Pol eta inh
25	O=C(Nc1ccc(S(=O)(=O)Nc2ccccn2)cc1)c1cccc(Br)c1	-12%	1%	4%	-15%	-9%	-2%	-5	21%	-14%
26	CN(C)C(=S)NC1(C)CCS(=O)(=O)C1 (centres undefined)	-4%	27%	0%	-5%	-14%	-18%	-2	-1%	-11%
27	CCOC(=O)N1CCC(NS(=O)(=O)c2ccc(NC(C)=O)c(Cl)c2)CC1	0%	-25%	-56%	7%	18%	14%	2	-1%	-19%
28	CC(Cl)C(=O)NNC(=O)CNS(=O)(=O)c1ccccc1 (centres undefined)	0%	-25%[56.9 µM]	3%	-10%	0%	-6%	-8	-27%	-19%
29	CCCN1CCN(CCCNC(=O)CN2C(=O)C(CC)Oc3ccccc32)CC1 (centres undefined)	22%	-19%[56.9 µM]	14%	-7%	5%	15%	-8	0%	-15%
30	COc1ccc(OC)c(S(=O)(=O)NCCCN2CCCC2=O)c1	0%	0%	-1%	0%	-2%	9%	-2	42%	-13%
31	Cc1cccn2c(/C=N/OCc3ccc(F)cc3)c(-c3ccc(Cl)cc3)nc12	-1%	8%	1%	-3%	-20%	4%	-3	4%	-13%
32	CSC1=C(C#N)C2(CCCCC2)C(C(=O)Nc2ccccc2)=C(C)N1	·	-34%	-19%	·	0%	2%	-6	·	-9%
33	Cc1ccc(S(=O)(=O)Nc2ccc3nc(N)sc3c2)cc1	-3%	-23%	0%	?	-6%	1%	0	3%	-15%
34	Nc1nonc1-c1noc(N2CCOCC2)n1	-1%	-42%	0%	-4%	-6%	1%	-3	-1%	-17%
35	NC(=O)NC(=O)C(c1ccccc1)N1CCN(S(=O)(=O)c2ccc(Br)s2)CC1 (centres undefined)	-11%	5%	3%	·	-2%	-5%	-7	·	-5%
36	Cc1ccc(/C=N/c2sc3c(c2C#N)CCC3)s1	-10%	-5%	?	-22%	-7%	-7%	-2	-12%	-3%

Compounds from the list above with a thiophene ring, fused or not:
cpd	SMILES	APEX1 inh	RGS4 inhibitor	12-LOX inh	Apoferritin bind	Pol kappa inh	ERG Ets-DNA blk	LDHA inh	POLB inh	Pol eta inh
35	NC(=O)NC(=O)C(c1ccccc1)N1CCN(S(=O)(=O)c2ccc(Br)s2)CC1 (centres undefined)	-11%	5%	3%	·	-2%	-5%	-7	·	-5%
36	Cc1ccc(/C=N/c2sc3c(c2C#N)CCC3)s1	-10%	-5%	?	-22%	-7%	-7%	-2	-12%	-3%

Next part:
cpd	SMILES	APEX1 inh	RGS4 inhibitor	12-LOX inh	Apoferritin bind	Pol kappa inh	ERG Ets-DNA blk	LDHA inh	POLB inh	Pol eta inh
37	S=C(NC1CC1)N1CCc2ccccc2C1	8%	2%[56.9 µM]	-8%	-6%	-2%	-2%	-13	11%	-3%
38	O=C1OC(C(=O)O)Cc2ccccc21 (centres undefined)	0%	-4%	-23%	1%	-8%	·	-2	7%	2%
39	C/C(=N\NC(=S)Nc1c(C)cccc1C)c1ccc(OC(F)F)cc1	-1%	-18%	35µM*	-3%	-2%	15%	-5	46%	-10%
40	Cc1ccc(CNS(=O)(=O)c2cc(C(=O)Nc3ccc(C(C)C)cc3)ccc2F)cc1	·	-4%	?	-6%	-14%[60.1 µM]	4%	2	-15%	-27%
41	COc1ccccc1NC(=O)c1cc(S(=O)(=O)N2CCCCCC2)ccc1F	43%	-19%	-10%	-18%	-4%	-10%	-2	10%	-24%
42	CCOC(=O)Cc1csc(SC(C)C(=O)Nc2ccc(NC(C)=O)cc2)n1 (centres undefined)	5%	19%	0%	-7%	0%	-1%	-2	89µM*	-19%
